Rab9 promoter act – activates the Rab9 promoter; Huh7 Rab9 promoter-luciferase reporter, luminescence, 24 h; Potency, µM (series often up to 9.22 µM), inactives show top-dose activation, negative = inhibition, actives largely listed as activators; 320,000 tested, 2.8% active; AID 485297; note: potency is the fitted concentration of half-maximal effect; % of control where 0% means no effect; nearly all actives have a fitted effect of over 60% in size
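Using Huh7 cells stably transfected with Rab9 promoter–luciferase, compounds were incubated 24 h at 37 °C, 5% CO2; luciferase luminescence was read 10 min after reagent addition.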
FLuc counter – inhibits or activates purified firefly luciferase, miR-21 counter-screen | purified FLuc, Km substrates, luminescence inhibition | P08659 | 360,000 tested, 6.9% active | AID 588342 | Potency, µM (series often up to 57.5 µM), without a hit: at the highest dose activity change, negative = inhibition, most hits filed as inhibitors;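 note: potency is the fitted concentration of half-maximal effect; plate controls were vehicle for no effect and reference inhibitor for full effect; nearly all actives have a fitted effect of over 55% in size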
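Purified P. pyralis luciferase, 10 nM final, with Km-level 10 uM D-luciferin and 10 uM ATP in 50 mM Tris acetate pH 7.5, 10 mM Mg acetate, 0.01% Tween-20, 0.05% BSA; 6-point qHTS titration about 60 µM downward; luminescence read.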
ELG1 genotox – genotoxicity induction in ELG1-luciferase HEK293T cells. HEK293T ELG1-luciferase reporter, luminescence, 16 h. Potency, µM (titrated, usually from 46 µM), inactives show at the top dose activity change, positive = activation, hits mostly activators. 330,000 tested, 1.3% active; note: potency is the fitted concentration of half-maximal effect; % of control where 0% means no effect; nearly all actives have a fitted effect of over 60% in size
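After overnight (16 hr) compound treatment at 37 °C, ELG1-luciferase HEK293T cells were lysed with ONE-Glo; luminescence quantified 30 min later at room temperature.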
Menin-MLL TR inh – inhibitors of human menin-MLL interaction, mutant MLL peptide. O00255. Menin + Texas Red MLL mutant peptide, fluorescence polarization. Potency, µM (top dose mostly 61.6 µM), inactives show top-dose FP activity change, negative = inhibition, usual class: inhibitors. 270,000 tested, 0.23% active; active = well fitted inhibition curve with a large enough effect in the polarisation, with a control signal flat, not every such curve was filed as active; inconclusive = small, poorly fitted or top-dose-only effect, or effect the other way, or a change in a side signal; inactive = no such curve, though single readings can be large or run the other way; the % refers to the polarisation; note: potency is the fitted concentration of half-maximal effect; % of control where 0% means no effect; many of its hits are not listed in these tables
Giardia kill – kills Giardia lamblia. Giardia lamblia trophozoite viability. activity change, % at 7.66 µM, hits read low. 340,000 tested, 0.15% active; in the data active = activity change below about -80%; inconclusive = between about -30% and that limit;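 note: parasites exposed to compound for two days anaerobically before the ATP read; % is set by controls: 0 for no effect and ±100 for the full control effect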
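Trophozoite viability was measured as ATP-dependent luminescence, read 15-30 min after reagent addition. Before that, parasites at 100 cells/well were exposed to compounds for 48 h, anaerobically, at 37 deg C.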
p53 reactivation – re-activators of mutant p53 | H1299 p53-A138V BP100-luciferase reporter, luminescence, 24 h | Potency, µM (doses to about 92.2 µM), for the others: at the top dose activity change, positive = activation, most hits filed as activators | 320,000 tested, 0.063% active | AID 504706; note: potency is the fitted concentration of half-maximal effect; % of control where 0% means no effect; nearly all actives have a fitted effect of over 45% in size
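p53-null H1299 cells stably carrying temperature-sensitive p53-A138V and a BP100-luciferase reporter were pinned with compounds (4-point, 1:5 series) and held 24 hrs at 37 deg C. Luminescence was read 10 min after detection reagent.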
BRCA1 expr act – activators of BRCA1 expression; Potency, µM (doses to about 46.1 µM), inactives show at the highest dose activation, most hits filed as activators; AID 624202; 380,000 tested, 1.1% active; MCF7-BRCA1-FFLuc reporter, luminescence, 48 h; response scale: scaled: vehicle 0%, 10 µM genistein 100%; note: potency is the fitted concentration of half-maximal effect; nearly all actives have a fitted effect of over 80% in size; some results filed as inactive show a strong effect at the top dose
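Luminescence from a BRCA1-driven firefly luciferase in MCF7 cells was the read-out, taken 15 min after substrate addition following 48 h compound exposure at 37 °C. Data were normalized to a 10 microM genistein control and DMSO vehicle.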
Gal4-VP16 FLuc – Gal4-VP16 reporter inhibition counter-screen; Drosophila S2 Gal4-VP16 UAS-luciferase, luminescence, 20 h; 310,000 tested, 3.5% active; Potency, µM (highest dose often 53.6 µM), for inactives: at the highest dose activity, negative = inhibition, actives largely listed as inhibitors;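 note: Gal4-VP16 expression switched on by copper sulfate through the metallothionein promoter; potency is the fitted concentration of half-maximal effect; % is set by controls: 0 for no effect and ±100 for the full control effect; nearly all actives have a fitted effect of over 50% in size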
NPC1 promoter act – NPC1 promoter activation. Huh7 NPC1 promoter luciferase reporter, 24 h. Potency, µM (highest dose often 9.22 µM), without a hit: at the highest dose activation, hits mostly activators. 320,000 tested, 2.4% active;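 note: potency is the fitted concentration of half-maximal effect; % of control where 0% means no effect; nearly all actives have a fitted effect of over 60% in size; reporter is driven by a mutant NPC1 promoter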
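In 1536-well qHTS, Huh7 cells harboring an NPC1 promoter–luciferase construct received compound for 24 h; activation was quantified by luminescence following luciferase reagent addition.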
PKM2 act – activators of human pyruvate kinase M2. purified PKM2, Kinase-Glo ATP luminescence, activation; response scale: 0% is enzyme alone, no compound. 260,000 tested, 0.34% active. Potency, µM (top dose mostly 57.5 µM), for the others: top-dose activation, hits mostly activators. P14618; note: potency is the fitted concentration of half-maximal effect; % is set by controls: 0 for no effect and ±100 for the full control effect; nearly all actives have a fitted effect of over 55% in size
Target sequence (P14618 whole entry, looked up): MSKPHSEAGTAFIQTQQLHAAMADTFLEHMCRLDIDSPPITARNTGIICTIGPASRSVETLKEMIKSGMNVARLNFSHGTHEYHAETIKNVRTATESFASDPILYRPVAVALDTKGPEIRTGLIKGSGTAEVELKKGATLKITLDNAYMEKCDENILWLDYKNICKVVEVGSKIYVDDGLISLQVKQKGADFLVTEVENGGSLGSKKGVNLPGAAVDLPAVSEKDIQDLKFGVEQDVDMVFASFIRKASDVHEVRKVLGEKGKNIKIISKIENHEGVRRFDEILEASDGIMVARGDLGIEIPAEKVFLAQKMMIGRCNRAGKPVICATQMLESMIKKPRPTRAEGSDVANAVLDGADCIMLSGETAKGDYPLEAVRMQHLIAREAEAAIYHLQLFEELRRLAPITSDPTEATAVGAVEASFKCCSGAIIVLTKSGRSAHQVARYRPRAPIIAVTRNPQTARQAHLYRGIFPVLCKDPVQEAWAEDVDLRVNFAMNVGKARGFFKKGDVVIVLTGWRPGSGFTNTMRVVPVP
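Kinase-Glo luminescence reports ATP generated from ADP (0.1 mM) and PEP (0.5 mM) by purified hPK-M2 after 1 h at room temperature, pH 7.2 imidazole buffer; intermediate enzyme activity allows detecting inhibitors and activators.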
RORg inh – inhibitors of mouse ROR gamma transcriptional activity; Drosophila S2 Gal4-RORgamma UAS-luciferase reporter, 20 h; AID 2551; Potency, µM (series often up to 53.6 µM), without a hit: top-dose activity change, negative = inhibition, usual class: inhibitors; 310,000 tested, 5.4% active; P51450; note: potency is the fitted concentration of half-maximal effect; % is set by controls: 0 for no effect and ±100 for the full control effect; nearly all actives have a fitted effect of over 60% in size
Target sequence (P51450 whole entry, looked up, the tested form may be a part): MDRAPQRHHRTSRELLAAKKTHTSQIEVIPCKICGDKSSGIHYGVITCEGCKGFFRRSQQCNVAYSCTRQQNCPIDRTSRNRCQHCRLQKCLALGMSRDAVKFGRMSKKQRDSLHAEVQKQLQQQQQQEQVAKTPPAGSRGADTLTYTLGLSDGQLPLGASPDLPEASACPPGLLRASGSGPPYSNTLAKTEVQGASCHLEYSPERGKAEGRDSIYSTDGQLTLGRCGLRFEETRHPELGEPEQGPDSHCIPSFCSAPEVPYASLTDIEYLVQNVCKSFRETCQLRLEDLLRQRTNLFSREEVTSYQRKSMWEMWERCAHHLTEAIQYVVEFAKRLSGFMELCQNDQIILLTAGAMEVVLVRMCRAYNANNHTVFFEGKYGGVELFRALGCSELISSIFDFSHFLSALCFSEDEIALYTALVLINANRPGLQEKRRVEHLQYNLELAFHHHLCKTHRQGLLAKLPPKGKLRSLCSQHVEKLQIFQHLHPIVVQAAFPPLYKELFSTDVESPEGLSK
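Luciferase reporter read in Schneider cells carrying Gal4-RORγ (mouse) and UAS-Photinus luciferase; cells given compound 1 h before 700 uM copper sulfate induction, then incubated 20 h at ambient temperature.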
Starred values were filed as active, the others as inactive; ? = inconclusive; nt = not tested or not shown; [ ] = another dose, or the depositor's remark. Unless noted, calls come from the whole dose curve; as a rule, active = well fitted curve in the direction sought with a large enough effect; inconclusive = small, poorly fitted or top-dose-only effect, or another doubt; inactive = no such curve, though single readings can be large; an effect the other way counts as inactive or inconclusive. Not all compounds are listed; count on the stated rates, not on these rows.

Start of the data: the first two entries (preview)
SMILES	Rab9 promoter act	FLuc counter	ELG1 genotox	Menin-MLL TR inh	Giardia kill	p53 reactivation	BRCA1 expr act	Gal4-VP16 FLuc	NPC1 promoter act	PKM2 act	RORg inh
O=c1[nH]c(Nc2ccc3c(c2)OCCO3)nnc1Cc1ccccc1	1%	-11%	-6%	?	-8	-2%	-33%	-4%	-4%	6%	29%
Cc1nc(C(=O)NCC(=O)c2ccc(Cl)cc2)c(C(F)(F)F)o1	0%	0%	-1%	nt	-10	-1%	-7%	13%	0%	4%	?

The listing, from the start:
SMILES	Rab9 promoter act	FLuc counter	ELG1 genotox	Menin-MLL TR inh	Giardia kill	p53 reactivation	BRCA1 expr act	Gal4-VP16 FLuc	NPC1 promoter act	PKM2 act	RORg inh
O=c1[nH]c(Nc2ccc3c(c2)OCCO3)nnc1Cc1ccccc1	1%	-11%	-6%	?	-8	-2%	-33%	-4%	-4%	6%	29%
Cc1nc(C(=O)NCC(=O)c2ccc(Cl)cc2)c(C(F)(F)F)o1	0%	0%	-1%	nt	-10	-1%	-7%	13%	0%	4%	?
CCN(C(=O)CSc1cc(C)c2ccccc2n1)c1c(N)n(Cc2ccccc2)c(=O)[nH]c1=O	-4%	-1%	2%	-11%	18	14%	-18%	-1%	1%	5%	-23%
CCN(CC)CC#CCC(O)(c1ccccc1)C1CCCCC1 (configuration not stated)	11%	-1%	3%	-18%	8	8%	-17%	28%	0%	10%	20%
O=C(COc1ccc2c(c1)OCO2)Nc1nncs1	26%	9.5µM*	?	1%	-12	13%	0%	-26%	14%	nt	?
Cc1cccc2c(N)c3c(nc12)CCCC3 (tested in a mixture with another compound)	-6%	-16%	-2%	2%	0	-1%	-2%	-2%	0%	0%	-1%
COc1ccc(CCn2c(NN)nc3c2c(=O)[nH]c(=O)n3C)cc1	-21%	-9%	1%	nt	-1	10%	-37%	-21%	-32%[inhibitor]	0%	-27%
CN1CC[n+]2c(CN3C(=O)c4ccccc4C3=O)csc21	5%	5%[2.3 µM]	1%	?	-10	-2%	0%	5%	6%	0%	13%
CC(=O)Nc1ccc(N=Cc2c(O)c3ccccc3oc2=O)cc1	-4%	?	0%	26%	-9	-2%	2%	-5%	-4%	nt	0%
CCS(=O)(=O)Nc1ccccc1C(N)=O	-5%	6%	1%	12%	-17	0%	14%	4%	-1%	3%	19%

Overlap with the part before: two entries, then new ones.
SMILES	Rab9 promoter act	FLuc counter	ELG1 genotox	Menin-MLL TR inh	Giardia kill	p53 reactivation	BRCA1 expr act	Gal4-VP16 FLuc	NPC1 promoter act	PKM2 act	RORg inh
CC(=O)Nc1ccc(N=Cc2c(O)c3ccccc3oc2=O)cc1	-4%	?	0%	26%	-9	-2%	2%	-5%	-4%	nt	0%
CCS(=O)(=O)Nc1ccccc1C(N)=O	-5%	6%	1%	12%	-17	0%	14%	4%	-1%	3%	19%
C=C(C)C1Cc2c(C)nn(-c3nc(C)cc(C)n3)c2C1 (configuration not stated)	3%	0%	-4%	-24%	-10	24%	-39%	2µM*	3%	-2%	0.35µM*
Cc1ccc(-c2sc(C(=O)NN)c(C)c2C#N)cc1	-2%	-20%	-3%	nt	-3	0%	-86%[inhibitor]	7.1µM*	3%	3%	4.5µM*
Cc1[nH]c2ccccc2c1C(=O)CSC(=S)N1CCCCC1	?	9.5µM*	?	-9%	-12	?	?	-2%	?	-7%	?
Cc1ccccc1NC(=O)CN(c1ccc(F)cc1)S(C)(=O)=O	-2%	4%[2.3 µM]	-2%	-8%	0	-3%	-6%	6%	-2%	-2%	3%
CCC(=O)NC(Nc1ccccn1)(C(=O)OC)C(F)(F)F (configuration not stated)	-9%	-2%	0%	-1%	5	4%	-2%	-4%	1%	0%	2%
CCCCC/S(CC1CC1(Cl)Cl)=N\S(=O)(=O)c1ccc(C)cc1 (configuration not stated)	0%	0%	-7%	-15%	-2	3%	-12%	-16%	-5%	0%	-6%
Cc1ccc(S(=O)(=O)NCCC(=O)NC2CCCCC2C)cc1 (configuration not stated)	-5%	0%	-2%	nt	-2	-6%	5%	nt	-2%	nt	nt
Cc1ccc(NC(=O)c2cc(-c3ccc(F)cc3)on2)cc1C	3%	0%	15%	19%	-10	6%	50%	-1%[10 µM]	2%	-5%	11%
CC(C)(C)C(=O)Nc1sc2c(c1C#N)CCC2	0%	-6%	4%	7%	11	-1%	4%	-2%	-5%	-2%	3%
c1ccc(-c2oc3ncnc(NCCCN4CCOCC4)c3c2-c2ccccc2)cc1	-4%	9%	-6%	1%	15	-7%	-48%	?	-3%	0%	-20%
O=C1N/C(=N\S(=O)(=O)c2ccccc2)S/C1=C\c1cc([N+](=O)[O-])ccc1O	-2%	-2%	-17%	?	8	0%	-8%	-5%	2%	-14%	-10%
O=C(c1cccc(C(=O)N2CCN(Cc3ccccc3)CC2)c1)N1CCN(Cc2ccccc2)CC1	-7%	0%	-12%	?	-6	8%	-22%	7%	-5%	9%	-1%
COc1cc(/C=C/CO)cc(OC)c1O[C@@H]1O[C@H](CO)[C@@H](O)[C@H](O)[C@H]1O	-4%	1%	0%	-3%	9	1%	3%	-3%	-5%	-2%	-2%
CC(C)(C)N(Cc1ccccc1)C(=O)COC(=O)C1CCN(c2ccc(C(F)(F)F)cn2)CC1	-2%	-2%	1%	nt	16	9%	-29%	nt	-3%	nt	nt
O=C(Nc1c2c(nn1-c1ccc(F)cc1)CS(=O)C2)C12CC3CC(CC(C3)C1)C2 (configuration not stated)	1%	1%	3%	-6%	29	0%	-28%	0%	0%	-4%	3%
Cn1cccc1CC(=O)NNC(=S)Nc1ccccc1Cl	2%	-6%	0%	-21%	11	-2%	16%	-10%	1%	-1%	-26%
Cc1ccc(C(=O)Nc2ccccc2C(=O)NC2CCCCC2)cc1S(=O)(=O)N1CCOCC1	nt	?	nt	0%	-3	nt	-36%	-30%	nt	-1%	35%
CCCN1C(=O)SC(CC(=O)Nc2ccc(C)cc2)C1=O (configuration not stated)	3%	1%	-1%	13%	1	?	-27%	24%	1%	1%	-5%
CCOC(=O)c1c(N)nn(C(=O)c2ccccc2F)c1-c1ccc(OC)cc1	2%	-1%	0%	13%	15	4%	-14%	5%	-1%	2%	1%
O=C(COC(=O)CCc1nc2ccccc2c(=O)[nH]1)Nc1ccc(OC(F)(F)F)cc1	-3%	0%	0%	nt	0	-1%	1%	nt	1%	nt	nt

Look-ups from the results shown.
`O=C1N/C(=N\S(=O)(=O)c2ccccc2)S/C1=C\c1cc([N+](=O)[O-])ccc1O` in FLuc counter has -2%
`CCOC(=O)c1c(N)nn(C(=O)c2ccccc2F)c1-c1ccc(OC)cc1` in NPC1 promoter act has -1%

More structures.
SMILES	Rab9 promoter act	FLuc counter	ELG1 genotox	Menin-MLL TR inh	Giardia kill	p53 reactivation	BRCA1 expr act	Gal4-VP16 FLuc	NPC1 promoter act	PKM2 act	RORg inh
Cn1nc(-c2ccc(N3CCOCC3)c(NS(=O)(=O)c3ccc(Cl)cc3)c2)c2ccccc2c1=O	-3%	-2%	6%	21%	20	-1%	-61%	-8%	1%	2%	10µM*
O=C1Nc2ccc(Br)cc2/C1=C/C1CC=CCC1 (configuration not stated)	-1%	-19%	-1%	-3%	0	3%	0%	?	-1%	3%	?
COC(C(=O)Nc1ccc(Cl)cc1C)c1ccccc1 (configuration not stated)	2%	3%	-4%	-13%	-16	1%	-24%	1%	-1%	4%	-2%
CCN(CC)c1ccc(NC(=O)CSc2nnc(N)s2)cc1C	-6%	5%	5%	0%	19	8%	26%	14%	-3%	4%	8%

Entries listed above printed as active in RORg inh.
SMILES,Rab9 promoter act,Menin-MLL TR inh,p53 reactivation,NPC1 promoter act,PKM2 act,RORg inh
C=C(C)C1Cc2c(C)nn(-c3nc(C)cc(C)n3)c2C1 (configuration not stated),3%,-24%,24%,3%,-2%,0.35µM*
Cc1ccc(-c2sc(C(=O)NN)c(C)c2C#N)cc1,-2%,nt,0%,3%,3%,4.5µM*
Cn1nc(-c2ccc(N3CCOCC3)c(NS(=O)(=O)c3ccc(Cl)cc3)c2)c2ccccc2c1=O,-3%,21%,-1%,1%,2%,10µM*
